Screening data deposited in PubChem BioAssay by National Center for Advancing Translational Sciences (NCATS).
AmpC detergent – AmpC beta-lactamase inhibition with detergent present | AmpC hydrolysis of nitrocefin, absorbance 480 nm, 0.01% Triton | Potency, µM (series often up to 114 µM), without a hit: top-dose activity change, negative = inhibition, actives largely listed as inhibitors | actives 0.041% (n = 370,000);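 note: potency is the fitted concentration of half-maximal effect; 0% = no-compound wells and -100% = no-enzyme wells; nearly all actives have a fitted effect of over 25% in size; some results filed as inactive show a strong effect at the top dose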
Target sequence (P00811 whole entry, looked up): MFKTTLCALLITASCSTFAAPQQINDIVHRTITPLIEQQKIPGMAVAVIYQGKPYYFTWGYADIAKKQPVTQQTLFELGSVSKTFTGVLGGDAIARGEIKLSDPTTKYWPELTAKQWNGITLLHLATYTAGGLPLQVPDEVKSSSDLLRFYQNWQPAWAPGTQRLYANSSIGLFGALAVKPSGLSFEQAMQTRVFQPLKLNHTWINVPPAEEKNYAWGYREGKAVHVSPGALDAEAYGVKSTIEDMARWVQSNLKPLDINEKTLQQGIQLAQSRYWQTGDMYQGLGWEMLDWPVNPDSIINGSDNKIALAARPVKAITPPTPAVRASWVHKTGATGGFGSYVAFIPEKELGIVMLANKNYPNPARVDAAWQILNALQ
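20 mM phosphate pH 7.0 + 0.01% (detergent screen) or 0.0001% Triton X-100; 5.3 nM AmpC reagent; cpd preinc 15 min RT; nitrocefin (800 uM stock) to start; A480 q20 s × 4 min; Activity was normalised to no-enzyme and no-compound control wells.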
AMA1 RON2 block – disrupts binding of P. falciparum AMA1 to RON2; AlphaScreen AMA1-biotinylated RON2 peptide binding; actives 0.2% (n = 360,000); Potency, µM (doses to about 58.2 µM), without a hit: at the highest dose activity change, negative = inhibition, usual class: inhibitors;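 note: potency is the fitted concentration of half-maximal effect; 0% = vehicle wells and -100% = peptide control; nearly all actives have a fitted effect of over 45% in size; some results filed as inactive show a strong effect at the top dose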
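AMA1 (3D7) with his tag at 25 nM final met compounds first, then biotinylated RON2 peptide at 25 nM; detection used donor plus acceptor beads, 10 µg/mL apiece, read by AlphaScreen after 30 min at room temperature.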
LmPK inhibitor – inhibitors of Leishmania mexicana pyruvate kinase | AID 1721 | Potency, µM (doses to about 57.5 µM), for the others: top-dose activity change, negative = inhibition, most hits filed as inhibitors | purified LmPK, Kinase-Glo ATP luminescence, 1 h | actives 0.37% (n = 290,000); note: potency is the fitted concentration of half-maximal effect
Target sequence (Q27686 whole entry, looked up): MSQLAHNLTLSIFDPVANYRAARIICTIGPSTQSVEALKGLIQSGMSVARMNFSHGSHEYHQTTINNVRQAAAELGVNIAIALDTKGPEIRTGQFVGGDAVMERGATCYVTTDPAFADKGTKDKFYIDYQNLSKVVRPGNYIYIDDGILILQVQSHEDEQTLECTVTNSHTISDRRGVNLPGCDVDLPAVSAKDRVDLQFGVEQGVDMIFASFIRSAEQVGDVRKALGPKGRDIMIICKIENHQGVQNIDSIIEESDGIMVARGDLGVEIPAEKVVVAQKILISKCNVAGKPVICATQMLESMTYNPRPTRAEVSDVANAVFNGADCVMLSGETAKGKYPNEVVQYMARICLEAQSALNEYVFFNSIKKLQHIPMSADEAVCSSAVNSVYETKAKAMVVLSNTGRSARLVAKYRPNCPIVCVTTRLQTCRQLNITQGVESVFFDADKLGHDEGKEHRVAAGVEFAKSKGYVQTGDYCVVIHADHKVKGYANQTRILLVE
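Screened at intermediate enzyme activity to detect both inhibitors and activators: LmPK at 0.1 nM, with a 0.5 nM enzyme column as activation reference. PEP 0.5 mM, ADP 0.1 mM; ATP detected by luminescence after 1 h.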
AmpC inh no detg – blocks E. coli AmpC beta-lactamase in detergent-free assay; P00811; AmpC nitrocefin hydrolysis, absorbance 480 nm, 0.0001% Triton; Potency, µM (highest dose often 57.1 µM), for inactives: at the top dose activity change, negative = inhibition, hits mostly inhibitors; actives 0.52% (n = 330,000); AID 485341;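 note: potency is the fitted concentration of half-maximal effect; plate controls were no compound for no effect and no enzyme for full effect; nearly all actives have a fitted effect of over 20% in size; some results filed as inactive show a strong effect at the top dose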
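AmpC (5.3 nM in the dispensed reagent) in 20 mM phosphate pH 7.0 with 0.01% (detergent screen) or 0.0001% Triton X-100 was preincubated with compounds for 15 min at room temperature. Nitrocefin was then added from an 800 uM solution, and hydrolysis was followed at 480 nm.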
HCMV inh – inhibitors of human cytomegalovirus. HFF cells, HCMV-luciferase reporter, 72 h; active compounds read low. activity change, negative = inhibition, % at 57.5 µM. actives 4.5% (n = 410,000). AID 1259415; in the data active = activity change below about -60%; inconclusive = no clear call, values can overlap the other calls; inactive = above about -39%
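Two-dose cell screen: HFF monolayers treated with compounds and infected with luciferase-expressing HCMV at 1 PFU/cell, 72 h at 37C, then lysed for luciferase measurement.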
Sm TGR block – inhibitors of Schistosoma mansoni thioredoxin glutathione reductase; Q962Y6; Potency, µM (series often up to 114 µM), without a hit: at the highest dose activity change, negative = inhibition, most hits filed as inhibitors; actives 3% (n = 360,000); purified TGR, DTNB reduction, TNB absorbance 405 nm; AID 485364; note: potency is the fitted concentration of half-maximal effect; nearly all actives have a fitted effect of over 60% in size
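TGR 20 nM + NADPH 100 uM (dispensed conc.), cpd preinc 15 min RT; start with NADPH (500 uM addition) then DTNB (15 mM addition). Kinetic TNB absorbance, 405 nm filter. Four-parameter Hill fit across titration.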
Tb PYK inh – blocks Trypanosoma brucei pyruvate kinase. Q57TT1. TbPYK enzyme, Kinase-Glo Plus ATP luminescence, 45 min. Potency, µM (titrated, usually from 76.8 µM), without a hit: top-dose activity, negative = inhibition, hits mostly inhibitors. actives 0.12% (n = 410,000). AID 624173; note: potency is the fitted concentration of half-maximal effect; nearly all actives have a fitted effect of over 50% in size
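Readout: single end-point luminescence (Kinase-Glo Plus, 10 min). Reaction conditions were TbPYK/substrate plus 130 uM ADP, 45 min at RT, pH 7.2 TEA buffer. No-enzyme wells served as controls, and data were normalized before concentration-response fitting.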
* hit, by the source's call; ? = inconclusive; nt = no result given; [ ] = dose if it differs, or a comment. Unless noted, calls come from the whole dose curve; as a rule, active = well fitted curve in the direction sought with a large enough effect; inconclusive = small, poorly fitted or top-dose-only effect, or another doubt; inactive = no such curve, though single readings can be large; an effect the other way counts as inactive or inconclusive. Unless noted, % is set by controls: 0 for no effect and ±100 for the full control effect.

smiles	AmpC detergent	AMA1 RON2 block	LmPK inhibitor	AmpC inh no detg	HCMV inh	Sm TGR block	Tb PYK inh
O=C(c1cc2ccccc2o1)N1CCN(S(=O)(=O)/C=C/c2ccccc2)CC1	-2.1%	-8.4%	7.0%	109.9%[activator]	-0.4	5.1%	-11.9%
CCn1c(CNC(=O)c2ccco2)nnc1SCC(=O)Nc1ccc(Br)cc1F	-11.3%	1.5%	0.7%	-21.3%	-5.0	36.7%[activator]	1.6%
CCOC(=O)N1CCN(C(=O)c2ccc3c(=O)n(CC4CCCO4)c(=S)[nH]c3c2)CC1 (stereo not given)	-12.2%	14.4%	-4.5%	1.5%	-4.6	0.0%	-6.1%
Nc1nonc1C(=O)NCCNc1ncccc1[N+](=O)[O-]	4.5%	2.3%	-4.3%[11.5 µM]	-18.5%	41.8	0.8%	0.0%
CC(C)N(C1=N/C(=C\c2ccco2)C(=O)N1c1ccccc1)C(C)C	-8.0%	14.5%	0.6%	-9.3%	0.9	39.8µM*	-7.2%
Cc1ccc(NC(=O)C2CCN(S(=O)(=O)c3c(C)n[nH]c3C)CC2)c(C)c1	-1.3%	10.8%	2.3%	-14.3%	-2.5	8.3%	-1.5%
CCOC(=O)c1ccc(Oc2nc(NC)nc(OC)n2)cc1	-1.0%	-9.3%	-2.3%	-10.8%	-2.0	2.9%	-4.0%
O=Nc1ccc(O)c2ncccc12	-2.5%	-20.7%	4.8%	-3.0%	-97.9*	-32.7%	0.6%
CCOC(=O)c1c(C)[nH]c(C)c1S(=O)(=O)N1CCC(C(=O)Nc2cc(C)ccn2)CC1	4.4%	nt	nt	nt	-23.8	5.6%	4.6%
COC(=O)C1=C(CCc2ccccc2)NC(=O)NC1c1ccc(Cl)cc1 (stereo not given)	nt	34.6%[activator]	nt	nt	-16.5	nt	2.7%
Cc1ccc(S(=O)(=O)Nc2ccc(O)c(Sc3ncn[nH]3)c2)cc1	9.7%	30.5%[activator]	5.3%	-30.7%	-3.1	nt	5.4%
Cc1ccc(NS(=O)(=O)c2cccs2)nc1	5.2%	6.4%	-4.6%	-2.9%	26.4	9.9%	0.6%
COc1cccc(/C=N/NC(=O)CSc2nnc(C)n2-c2ccccc2)c1OC	0.3%	-0.2%	-4.4%	9.4%	-17.0	7.2%	2.5%
CC(C)(C)c1cc2nc(NCCc3ccc(S(N)(=O)=O)cc3)ccn2n1	nt	0.2%	nt	nt	5.9	nt	7.0%
CN(C(=O)CCN1C(=O)C2C3C=CC(C3)C2C1=O)c1ccccc1 (stereo not given)	11.6%	3.1%	2.4%	2.3%	-35.7	nt	6.1%
COCCNC(=O)C1CCCN(C(=O)c2ccc(C(F)(F)F)nc2C)CC1 (stereo not given)	nt	-8.3%	nt	nt	8.7	nt	0.5%
CC(C)c1ccc2c(c1)[C@H]1OCC[C@H]1[C@@H](c1cccs1)N2	?	-24.5%	2.2%	-25.7%	104.3	-0.2%	-7.7%
CCCC1C(C#N)=C(N)Oc2cc(C)n(C)c(=O)c21 (stereo not given)	-2.4%	7.8%	-3.2%	-24.5%	-26.9	-2.9%	-1.7%
COC(=O)c1cccc(NC(=O)CSc2nc(C)cc(=O)[nH]2)c1	-1.5%	1.4%	7.5%	-20.5%	-20.0	-1.2%	4.5%
COc1cc(CCC(=O)OCC(=O)NC(=O)c2ccc(Cl)cc2)cc(OC)c1OC	-6.6%	3.0%	11.8%	-20.7%	-35.7	6.8%	-0.1%
O=C(Nc1ccc(S(=O)(=O)NCc2ccccc2)cc1)c1ccccc1[N+](=O)[O-]	-10.2%	4.6%[2.32 µM]	0.8%	-21.4%	-25.8	3.4%	2.9%
Cc1ccccc1N1C(=O)c2ccccc2NC1c1ccncc1 (stereo not given)	1.5%	0.0%	-1.7%	-16.6%	?	3.4%	3.1%
O=C(c1ccco1)N(Cc1cccc([N+](=O)[O-])c1)c1ccc(Br)cc1	-3.9%	-25.5%	0.4%	13.6%	-4.9	-25.4%	5.2%
CCc1ccc(CN2CCN(C(=O)c3ccco3)CC2)cc1	?	?	1.6%	-6.7%	-38.5	0.7%	5.0%
Cc1cc(C)n2nc(SCC(=O)N(CC(C)C)c3c(N)n(CC(C)C)c(=O)[nH]c3=O)nc2n1	3.6%	1.1%	1.5%	41.1%	17.5	-2.2%	0.9%
Cc1nc2c(C(=O)NCCC3=CCCCC3)c[nH]n2c(=O)c1Cl	1.0%	-0.3%	9.3%	-20.1%	17.5	-31.1%	-1.9%
Cc1ccc(C(c2nnnn2CCC(C)C)N2CCN(C)CC2)cc1 (stereo not given)	-14.4%	-12.4%	1.8%	36.6%	8.2	-4.5%	1.2%
CCOC(=O)c1cccc(NC(=O)c2ccc3c(Cl)c4c(nc3c2)CCC4)c1	3.6%	nt	nt	nt	50.5	2.2%	6.7%
CCCCC(CC)CNC(=O)C(Cc1ccccc1)NS(=O)(=O)c1ccc2c(c1)CCC(=O)N2 (stereo not given)	?	16.6%	-2.4%	-23.5%	?	4.7%	-6.4%
Cc1nnc2n(-c3ccccc3)c(=O)c3c4c(sc3n12)CC(C)CC4 (stereo not given)	-11.8%	0.8%	-2.1%	-2.2%	-21.5	-3.0%	-2.6%
C=CCNc1nc(NC(C)(C)CO)nc(OCC)n1	0.3%	?	2.4%	-3.9%	-2.6	-0.4%	5.3%
COc1ccc(NC(=O)CN2CCN(c3ccc(F)cc3)CC2)cc1	-0.2%	2.3%	0.1%	22.1%	-26.8	1.4%	-1.2%
O=C(NC(Cc1c[nH]c2ccccc12)C(=O)NCc1ccc(F)cc1)OCc1ccccc1 (stereo not given)	?	-1.0%	3.1%	-35.0%	59.4	-2.9%	1.6%
CCN(CC)CCC(=O)NC(C)(C)Cc1ccc(O)cc1	5.5%	-12.6%	-4.6%	-18.8%	-9.0	0.0%	-6.0%
CCOC(=O)CC1c2ccccc2-n2nncc2CN1Cc1ccc(OC)cc1 (stereo not given)	nt	-0.1%	nt	nt	-3.2	nt	0.5%
CCOC(=O)CN1CC23C=CC(O2)C(C(=O)NC2CCCCCC2)C3C1=O (stereo not given)	-11.7%	5.3%	6.7%	-2.9%	0.4	3.5%	6.0%
Cc1cc(N2O[C@H]3C=C[C@@H]2C3)no1	nt	9.2%	nt	-14.4%	-9.5	nt	3.9%
CC1CC(C)CN(C(=O)Nc2ccc(Br)cc2)C1 (stereo not given)	-11.6%	5.3%	3.0%	-32.4%	?	nt	-13.2%
CC(=O)c1c(C(C)=O)c(C)n(NC(=O)c2ccccc2O)c1C	-15.8%	47.7%[activator]	-2.4%	-5.3%	13.5	-12.8%	1.4%
Cc1nc(Cc2nnc(SCc3nc(N)nc(Nc4ccccc4C)n3)o2)cs1	?	11.2%	-4.6%	10.0%	-14.8	-0.9%	12.0%
COCCn1c(-c2ccc(F)cc2)nc2oc3cc(OC)ccc3c(=O)c2c1=O	7.5%	-4.5%	-1.7%	17.2%	-24.2	-0.6%	0.2%
O=C(c1cc(Br)ccc1Cl)N1CCCC1	-3.4%	34.3%[activator]	2.6%	-12.2%	-39.3	13.7%	1.9%
C=CCn1c(COc2ccc(CC)cc2)nnc1SCC(=O)NC1CCS(=O)(=O)C1 (stereo not given)	-3.8%	7.5%	-2.8%	48.7%	0.1	1.9%	-7.5%
Cc1cc(C(=O)NC2CCCc3c2cnn3-c2cc(F)cc(F)c2)nn1C (stereo not given)	-1.2%	-0.7%	-4.8%	-5.7%	-6.3	1.7%	4.1%
Cc1cc(Oc2ccc(Br)cc2)nc(SCC(=O)c2ccccc2)n1	-16.1%	13.0%	0.9%	-44.9%	-22.1	0.9%	-3.8%
Cc1cccc(C)c1NC(=O)C(=O)NCC(c1cccnc1)N1CCc2ccccc21 (stereo not given)	-1.5%	nt	nt	nt	-12.9	0.1%	-11.8%
Cc1c(Cl)cccc1NC(=O)C(C)N(c1ccccc1)S(C)(=O)=O (stereo not given)	4.7%	nt	nt	nt	9.8	-7.5%	-0.8%
CC(=O)Nc1cncc(-c2cccc(C(=O)N3CCOCC3)c2)n1	nt	0.0%	nt	nt	-6.0	nt	-25.6%
COc1ccc(CN2CCN(Cc3cccn3-c3ncccn3)CC2CCO)c(C)c1C (stereo not given)	5.7%	-1.7%	1.6%	92.7%[activator]	-12.0	-24.2%	-7.5%
COc1ccc(NC(=O)CCc2c(C)nc3cc(-c4cccc(F)c4)nn3c2C)cc1Cl	-5.7%	nt	nt	nt	-31.2	-0.7%	2.2%
CC(=O)c1cccc(-n2nnnc2SCC(=O)NNC(=O)C(C)C)c1	5.5%	48.2%[activator]	1.4%	-11.9%	6.0	0.0%	-4.5%
COc1ccc(CNC(=O)COC(=O)C2=COCCO2)cc1	?	4.5%	0.5%	-12.4%	21.0	-0.4%	0.3%

Fetched by compound from above:
smiles	AmpC detergent	AMA1 RON2 block	LmPK inhibitor	AmpC inh no detg	HCMV inh	Sm TGR block	Tb PYK inh
CC(=O)Nc1cncc(-c2cccc(C(=O)N3CCOCC3)c2)n1	nt	0.0%	nt	nt	-6.0	nt	-25.6%
Cc1c(Cl)cccc1NC(=O)C(C)N(c1ccccc1)S(C)(=O)=O (stereo not given)	4.7%	nt	nt	nt	9.8	-7.5%	-0.8%
COc1ccc(NC(=O)CCc2c(C)nc3cc(-c4cccc(F)c4)nn3c2C)cc1Cl	-5.7%	nt	nt	nt	-31.2	-0.7%	2.2%
